# Screening results as filed in PubChem.
# NRP1-CendR mod = modulators of CendR peptide binding to NRP-1, primary screen, biochemical, fluorescence polarization, uHTS | FAM-RPARPAR peptide binding to NRP-1 | inhibition, % at 25 µM | 360,000 tested, 0.85% active | AID 602438, 2012;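 active means inhibition or corrected inhibition above about 18%, plus a signal ratio from 0.5 to 1.5, limit read from the data, passing the limit was not always enough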; further: strong numbers were not always called active
# MsrA inhibitor = bovine MsrA enzyme inhibitors, primary screen, biochemical, absorbance, HTS | inhibition, % at 15.5 µM | purified bovine MsrA, absorbance read-out | 360,000 tested, 0.75% active; in the data active means inhibition above about 4.5%;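 further: 0% = vehicle wells with enzyme and 100% = reference inhibitor wells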
# DNMT1 block = human DNMT1 methyltransferase inhibitors, primary screen, biochemical, molecular beacon, fluorescence, HinP1I cleavage, uHTS | 360,000 tested, 0.83% active | inhibition (reported as % activation of signal), % at 10 µM | DNA (cytosine-5)-methyltransferase 1 (Homo sapiens), P26358; in the data active means inhibition above about 50%
# Target sequence (P26358 504-1616 limits assumed): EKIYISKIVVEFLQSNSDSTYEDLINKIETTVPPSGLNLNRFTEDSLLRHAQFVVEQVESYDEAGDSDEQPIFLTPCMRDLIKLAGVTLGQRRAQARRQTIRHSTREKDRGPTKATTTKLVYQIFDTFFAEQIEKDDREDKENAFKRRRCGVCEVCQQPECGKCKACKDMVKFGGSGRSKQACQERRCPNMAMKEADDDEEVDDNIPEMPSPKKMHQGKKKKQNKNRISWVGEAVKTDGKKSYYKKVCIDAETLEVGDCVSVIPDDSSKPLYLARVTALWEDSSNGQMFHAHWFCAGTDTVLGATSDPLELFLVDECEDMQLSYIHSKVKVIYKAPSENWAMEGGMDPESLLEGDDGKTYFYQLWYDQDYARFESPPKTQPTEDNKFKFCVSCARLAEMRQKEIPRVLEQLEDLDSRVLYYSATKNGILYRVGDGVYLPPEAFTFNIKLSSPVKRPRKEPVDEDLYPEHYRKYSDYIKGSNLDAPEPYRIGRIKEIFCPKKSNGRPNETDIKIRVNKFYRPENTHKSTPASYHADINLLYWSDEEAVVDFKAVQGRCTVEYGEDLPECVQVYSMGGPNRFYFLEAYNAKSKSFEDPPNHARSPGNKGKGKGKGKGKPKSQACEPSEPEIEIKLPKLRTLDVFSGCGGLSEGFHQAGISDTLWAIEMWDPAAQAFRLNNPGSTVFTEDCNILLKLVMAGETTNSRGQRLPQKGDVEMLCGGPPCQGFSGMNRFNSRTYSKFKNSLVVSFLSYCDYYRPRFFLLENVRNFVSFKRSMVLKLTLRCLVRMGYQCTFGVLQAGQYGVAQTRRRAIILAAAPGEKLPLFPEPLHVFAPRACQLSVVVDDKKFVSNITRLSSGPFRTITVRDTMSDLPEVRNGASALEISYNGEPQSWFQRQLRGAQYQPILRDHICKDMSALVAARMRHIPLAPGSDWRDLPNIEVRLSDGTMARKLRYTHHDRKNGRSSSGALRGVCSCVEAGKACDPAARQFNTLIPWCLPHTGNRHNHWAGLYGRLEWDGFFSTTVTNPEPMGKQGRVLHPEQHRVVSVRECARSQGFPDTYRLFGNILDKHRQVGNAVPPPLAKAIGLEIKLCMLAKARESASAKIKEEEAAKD
# LMPTP block = LMPTP phosphatase inhibitors, primary screen, biochemical, fluorescence intensity, uHTS | Low molecular weight phosphotyrosine protein phosphatase (Homo sapiens), P24666 | recombinant LMPTP-A, OMFP fluorogenic substrate | inhibition, % at 20 µM | 360,000 tested, 0.22% active;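 active means compounds that cut the enzyme signal by at least half of the control window in the single-dose screen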;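 further: plate controls were DMSO wells with enzyme plus substrate for no effect and substrate without enzyme for full effect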
#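 Material: LMPTP-A; amount: 0.625 nM enzyme; doses: single 20 µM dose; times: reaction 50 min, room temperature, dark; technique: fluorescence intensity of OMFP turnover product; benchmarks: no-enzyme and uninhibited controls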
# STEP block = STEP phosphatase inhibitors, primary screen, biochemical, fluorescence intensity, uHTS; inhibition, % at 20 µM; 360,000 tested, 0.25% active; AID 588621, 2011; recombinant STEP, OMFP fluorogenic substrate;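 active means inhibition at 20 µM, scaled per plate between control wells, above about 37%, limit read from the data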;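 further: 0% = DMSO with enzyme and substrate and 100% = substrate only without enzyme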
#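 Measure: Control-normalized % inhibition with plate pattern correction | Test system: STEP phosphatase, cell-free reaction | Medium: pH 6.0 Bis-Tris with DTT and Tween 20 | Technique: Fluorescence, 480/540 nm | Times: Reaction 20 min, ambient temperature | Doses: Single compound dose of 20 µM, 1% DMSO final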
# bovine MsrA act = bovine MsrA enzyme activators, primary screen, biochemical, absorbance, HTS; purified bovine MsrA, absorbance read-out; activation, % at 10.6 µM; 360,000 tested, 0.3% active; AID 602163, 2012; in the data active means activation above about 7.5%;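 further: 0% = vehicle and 100% = reference activator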
# SUMO1-SIM PPI = modulators of SUMO1 protein-protein interactions, primary screen, biochemical, uHTS. 360,000 tested, 0.33% active. SUMO1 binding to a labelled peptide, TR-FRET, 1 h. inhibition, % at 20 µM. Small ubiquitin-related modifier 1 (Homo sapiens), P63165. AID 602429, 2012; in the data active means inhibition above about 37%
# E coli Lon inh = inhibitors of E. coli Lon protease, primary screen, biochemical, fluorescence polarization; P0A9M0; purified E. coli Lon protease; AID 602123, 2011; 360,000 tested, 0.42% active; inhibition, % at 7.94 µM; in the data active means inhibition above about 13%, passing the limit was not always enough;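 further: 0% = enzyme with probe and DMSO and 100% = no enzyme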
# Scp1 inh = Scp-1 phosphatase inhibitors, primary screen, biochemical, colorimetric, uHTS | inhibition, % at 20 µM | Recombinant Scp1, phosphopeptide, malachite green phosphate absorbance | 340,000 tested, 0.88% active;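 active means inhibition above about 50% at 20 µM, limit read from the data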;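 further: plate controls were DMSO wells with enzyme for no effect and wells lacking enzyme for full effect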
#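 Assay system: SCP-1 catalytic fragment, aa 76-261 | Buffer or medium: Tris acetate buffer pH 5.5 with MgCl2 and Tween-20 | Compound: One concentration, 20 µM, with 1.0% DMSO | Also added: Phospho 17-mer peptide substrate | Signal: Absorbance at 630 nm | Incubation: 45 min enzyme reaction at room temperature | Measure: % inhibition of SCP-1 phosphate liberation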
# Tb MetRS inh = T. brucei MetRS inhibitors, primary screen, biochemical, luminescence | methionyl-tRNA synthetase (Trypanosoma brucei brucei) | purified T. brucei MetRS, ATP depletion, Kinase-Glo luminescence | inhibition, % at 11.9 µM | 360,000 tested, 0.4% active | AID 624268, 2012;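 active means inhibition above a per-plate cutoff of the control wells' mean inhibition plus 3 SD, cut at about 5.5% in these data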;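 further: 0% = DMSO wells median and 100% = median of wells with control inhibitor compound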
#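 Assay system: T. brucei methionyl-tRNA synthetase, purified | Medium: HEPES buffer with MgCl2, KCl, DTT, spermine, BSA, pyrophosphatase | Compound: 11.9 µM single point | Incubation: 15 min enzyme-compound preincubation, 2 h reaction, 10 min detection, 25 °C | Measured by: Kinase-Glo luciferase luminescence reporting remaining unconsumed ATP | Measure: % inhibition normalized to control-well medians | Replication: Singlicate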
# Starred values were filed as active, the others as inactive; . = no result given.
SMILES,NRP1-CendR mod,MsrA inhibitor,DNMT1 block,LMPTP block,STEP block,bovine MsrA act,SUMO1-SIM PPI,E coli Lon inh,Scp1 inh,Tb MetRS inh
O=C(O)c1ccc2c(c1)C1C=CCC1C(c1cc3c(cc1Br)OCO3)N2 (stereo not drawn),-21.0,-1.2,12.2,4.9,-2.7,0.4,9.5,1.2,13.5,-0.3
Cc1cc(C)cc(OCC(=O)Nc2ccc(N3CCN(S(C)(=O)=O)CC3)cc2)c1,-8.9,0.0,12.5,-0.8,-2.9,-3.8,0.0,-9.8,-4.8,-0.1
Cc1ccc(S(=O)(=O)N2CCC(C(=O)N[C@@H](C)C(=O)NCCc3ccccc3)CC2)cc1,-5.1,0.7,-4.7,-0.6,-4.0,-5.2,1.3,-12.4,-4.6,-0.9
Cc1ccc(CNC(=O)c2cc(COc3c(F)cccc3F)on2)s1,-6.1,0.3,1.1,1.7,1.0,-2.6,-0.2,-1.9,-3.9,-0.6
NC(=O)c1cc2cc(Br)ccc2oc1=NCc1ccccc1,-2.9,0.7,9.2,1.4,-1.2,-11.7,-15.0,-12.5,37.0,-2.0
COc1ccc(Cl)cc1NS(=O)(=O)c1c(C)[nH]c(=O)[nH]c1=O,7.0,-0.8,6.6,-0.5,-0.8,-2.4,2.1,0.5,-6.8,-0.6
O=C(Nc1ccc(F)cc1)c1cccc2ccccc12,-4.3,-0.4,-3.2,0.4,3.4,-2.4,-3.4,3.7,-10.3,-0.1
O=[N+]([O-])c1ccccc1/C=C/CN1CCCCC1,-7.0,-0.4,4.8,-0.8,3.6,-1.5,-3.9,-2.3,-3.8,-0.1
CNC(=S)N1N=C(c2cccs2)CC1c1ccc(OC)cc1 (stereo not drawn),4.7,3.0,10.5,1.1,16.8,-3.0,-32.4,-11.4,-11.7,-0.9
CCNC(=S)N(Cc1cccs1)Cc1cc2cc(OCC)ccc2[nH]c1=O,1.0,1.1,-2.5,-0.9,1.5,-3.1,-0.1,-2.5,-1.4,-1.1
COc1ccccc1N1CCN(CC(=O)c2c[nH]c3ccccc23)CC1,-5.7,0.1,-1.4,1.0,-0.4,-8.3,-3.1,-4.8,-7.9,3.7
CC1=C(C#N)C(/C=N/OCc2ccc(Cl)cc2)CC(=O)N1 (stereo not drawn),9.2,1.1,-1.7,0.6,-2.0,-1.3,-3.2,-3.9,-7.2,-0.7
CN1CCN(S(=O)(=O)c2ccc(N3CCN(C(c4ccccc4)c4ccccc4)CC3)nc2)CC1,8.5,0.2,-12.4,0.4,5.6,-1.1,0.0,-0.2,-11.1,0.0
COc1ccc(C(C(=O)NCC2CCCO2)N(C(=O)c2snc(C(N)=O)c2N)c2ccccc2C)cc1OC (stereo not drawn),3.6,1.0,-0.8,-1.4,1.2,-3.9,-9.4,-0.3,2.6,0.5
CC(=O)c1ccc(OC2(C)CCN(Cc3cc4ccccc4[nH]3)C2)cc1 (stereo not drawn),-3.4,0.3,91.0*,25.8,0.8,1.0,3.8,-7.9,.,-0.1
CCN(C(=O)CSc1nnc(Cc2ccccc2F)n1N)C1CCS(=O)(=O)C1 (stereo not drawn),2.2,-1.0,1.3,-2.3,3.1,1.1,0.8,8.3,-12.7,0.3
CN(CC(=O)Nc1ccccc1Cl)C(=O)COC(=O)c1ccc(S(=O)(=O)C(F)F)cc1,2.7,1.1,-0.5,-0.1,-2.1,-3.3,4.7,-1.4,-6.9,-0.3
CCOC(=O)C1CCCN(S(=O)(=O)CCNC(=O)c2ccc(F)cc2)C1 (stereo not drawn),1.3,-1.2,-1.6,-1.3,3.4,-2.0,3.7,-8.4,-9.0,-0.3
CCCSc1nc2sc3c(c2c(=O)[nH]1)CC(C)CC3 (stereo not drawn),6.8,0.3,5.9,0.3,2.4,-3.3,2.1,3.6,-6.7,-0.2
CCNc1nc(NC(C)C)nc(Oc2ccc(OCCOc3ccc(C)cc3)nn2)n1,-1.8,1.2,1.1,0.8,0.3,-1.1,-2.2,-5.9,1.5,0.1
O=C1Nc2ccc(S(=O)(=O)NCCC3=CCCCC3)c3cccc1c23,11.9,-0.9,-3.5,-0.9,0.1,-0.3,-4.5,3.6,2.9,0.2
COc1cc(C2C(C(=O)c3cccs3)=C(O)C(=O)N2CCN2CCOCC2)ccc1OCCC(C)C (stereo not drawn),-8.6,1.2,-1.5,-2.3,-1.6,-2.4,-5.8,1.0,-4.3,0.2
O=C(Nc1cccnc1)c1ccc([N+](=O)[O-])cc1Cl,-6.2,0.1,-0.8,-0.8,-0.7,-1.6,-24.2,4.2,-4.0,2.0
CCCCC#Cc1ccc2c(c1)COc1c3ccccc3nn1-2,-4.4,1.7,-0.5,3.3,-1.7,-1.1,5.9,-5.0,-3.5,0.0
Cc1c(NC(=O)N(C)C)c(=O)n(-c2ccccc2)n1C,-12.8,0.1,0.3,-2.2,-2.4,-3.7,-5.8,0.3,-6.9,-0.8

# A draw from above in order of count of non-hydrogen atoms, low to high.
SMILES,NRP1-CendR mod,MsrA inhibitor,DNMT1 block,LMPTP block,STEP block,bovine MsrA act,SUMO1-SIM PPI,E coli Lon inh,Scp1 inh,Tb MetRS inh
O=C(Nc1cccnc1)c1ccc([N+](=O)[O-])cc1Cl,-6.2,0.1,-0.8,-0.8,-0.7,-1.6,-24.2,4.2,-4.0,2.0
O=C(Nc1ccc(F)cc1)c1cccc2ccccc12,-4.3,-0.4,-3.2,0.4,3.4,-2.4,-3.4,3.7,-10.3,-0.1
O=C1Nc2ccc(S(=O)(=O)NCCC3=CCCCC3)c3cccc1c23,11.9,-0.9,-3.5,-0.9,0.1,-0.3,-4.5,3.6,2.9,0.2
O=C(O)c1ccc2c(c1)C1C=CCC1C(c1cc3c(cc1Br)OCO3)N2 (stereo not drawn),-21.0,-1.2,12.2,4.9,-2.7,0.4,9.5,1.2,13.5,-0.3

# Next section:
SMILES,NRP1-CendR mod,MsrA inhibitor,DNMT1 block,LMPTP block,STEP block,bovine MsrA act,SUMO1-SIM PPI,E coli Lon inh,Scp1 inh,Tb MetRS inh
CCOc1ccc(CN2CCNC(=O)C2CC(=O)O)cc1 (stereo not drawn),-1.2,-0.1,4.5,1.3,3.4,-13.1,-0.1,0.3,7.4,-1.6
CN1C(=O)CC(N2CCC(C(N)=O)CC2)C1=O (stereo not drawn),-2.9,0.4,1.1,-0.3,-5.4,-9.9,1.3,-7.0,-15.4,-1.0
CCNC(=S)N(Cc1cc2cc(C)cc(C)c2[nH]c1=O)C1CCCC1,11.5,0.0,0.6,-0.3,1.5,1.0,1.4,-30.3,-5.5,-0.3
O=S(=O)(c1ccc(F)c(F)c1)N1CCN(CCc2ccccc2)CC1,0.9,0.8,0.4,0.2,1.5,-0.3,3.1,-1.8,-5.1,0.3
CCOc1cc(-c2sc(Nc3ccccc3)n[n+]2C)ccc1OC,-3.0,-0.5,-0.3,-1.0,0.8,-0.2,2.1,2.2,-8.1,0.8
Nc1nn(-c2ccccc2)nc1C(=O)OCc1ccccc1,-1.3,0.2,-4.4,1.8,-4.5,-3.9,4.5,-1.8,22.0,-0.5
COc1ccc2c(c1)C(C)=CC(C)(C)N2C(=O)C(C)N1C(=O)c2ccccc2C1=O (stereo not drawn),2.5,0.8,-1.5,1.5,0.0,-0.5,-7.8,5.9,-2.6,-0.2
COc1cc(SC)ccc1C(=O)OCC(=O)NC(=O)NC(C)C,-8.9,-0.4,3.7,-0.5,0.5,7.9*,-0.7,-10.5,13.7,-0.4
O=C(O)c1cccc(NC(=S)N/N=C/c2cccnc2)c1,-0.2,0.9,3.5,-1.4,-2.3,-1.7,-6.1,2.3,-4.0,0.3
CC(C)(C)OC(=O)N1CCC(C(=O)Nc2ccc(C(=O)NCc3ccccc3)cc2)CC1,-16.2,0.3,3.1,0.0,1.3,0.9,-3.1,4.3,-8.3,-0.2
CC1CN(CCOc2ccc(F)cc2)CC(C)O1 (stereo not drawn),8.5,0.6,-3.0,-1.7,-0.7,-4.2,3.3,0.3,-8.3,0.7
Cc1ccc(S(=O)(=O)N2CCOCC2)cc1NC(=O)CSc1nnnn1C,-2.5,-0.1,6.0,-2.5,-3.0,-1.9,0.1,-0.9,-3.9,0.4
O=C(CN1CCN(c2ccccn2)CC1)Nc1cccc(S(=O)(=O)N2CCOCC2)c1,10.1,1.0,-1.5,1.6,1.5,-2.9,6.6,-3.8,-0.7,0.3
O=C(CCNC(=O)c1ccc(Br)cc1)Nc1nc2ccccc2[nH]1,0.0,1.0,1.5,-0.3,0.0,-3.2,5.4,2.1,-4.9,0.5
N#CC1=C(N)OC2=C(C(=O)CC(c3ccccc3)C2)C1c1ccc2c(c1)OCO2 (stereo not drawn),-9.8,0.3,0.0,1.2,1.0,-2.2,-1.8,-9.4,-7.3,1.6
O=C(CNC(c1ccccc1)c1ccccc1)Nc1c(F)cccc1F,-12.1,-0.3,1.7,-0.6,-3.9,-2.5,0.4,-1.7,-1.8,0.8
COc1ccccc1C=NN=C(N)C(N)=NN=Cc1ccccc1OC,12.0,3.9,32.8,2.1,1.2,-3.8,-4.2,-4.2,-7.6,0.0
Cc1cc(=O)[nH]c(N/N=C/c2ccc(-c3ccc([N+](=O)[O-])cc3)o2)n1,2.8,0.6,-1.0,1.6,2.2,-0.9,-16.5,-6.2,-5.3,-0.3
CCCC(=O)OC1CC(C)N(C(=O)c2ccccc2)c2ccc(C)cc21 (stereo not drawn),6.3,0.7,0.5,-2.3,-1.0,1.4,-1.9,1.9,-6.9,-0.7
O=C1NC(=Nc2ccccc2Br)SC1(CO)CO,12.3,-1.7,3.0,0.3,-0.6,-2.4,5.0,2.0,-4.7,-0.5
CC(=O)N1CCC(N(CCN2CCOCC2)C(=S)Nc2ccc(C)cc2)CC1,-12.5,-0.1,0.3,-3.3,62.6*,-4.2,1.6,-12.3,-5.4,1.7
COc1ccc(Nc2nc(C)c(C(C)=O)s2)cc1,1.9,5.4*,5.3,0.3,3.9,-4.5,-21.3,-11.8,.,0.1
CCOc1ccc(C(=O)OCCCN(C)C)cc1,8.7,-0.7,0.2,-1.3,0.6,-3.7,-1.8,-8.4,-5.2,0.1
O=C(CN1C(=O)c2cccc3cccc1c23)Nc1cccnc1,-5.3,1.2,0.2,-1.0,-1.5,-2.6,-19.5,4.5,0.2,-0.6

# Outcome played no part in choosing rows; about 4.3% have a hit in one of these screens.
